Source: PubChem BioAssay (Broad Institute)
GSIS activator – primary screen for activators of insulin secretion dependent on glucose, INS-1E cells, GLuc reporter luminescence. INS-1E GLuc reporter insulin secretion, 2-3 h. activation, % at 16.6 µM. hit rate 0.61% among 370,000;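 active means lowest replicate activation of at least 40%, so every replicate reaches that level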;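 further: 0% = median of neutral control wells and 100% = median of IBMX positive control wells; some compounds called inactive have numbers as strong as hits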
CFTR F508del cor – CFTR F508del correction in bronchial cells; activity (quench increase), % at 7.58 µM; AID 720511; CFBE cells, YFP halide quenching; stimulated with forskolin plus potentiator P3; % fluorescence drop versus neutral controls; hit rate 0.36% among 350,000;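 active means mean added fluorescence quench of at least 8% versus neutral control, with both replicates also reaching 8%; inconclusive means only one of the mean or replicate conditions met; inactive means mean below 8% and not both replicates reaching 8%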;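 further: cells transiently co-express mutant CFTR-F508del with the halide-sensitive YFP; corrector assay measuring rescue of mutant channel to the surface after 24 h compound exposure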
PAX8 reporter – PAX8 transcriptional activity inhibition. RMG-I TPO-luciferase reporter, SteadyGlo, 24 h. inhibition, % at 12.6 µM. hit rate 1.2% among 360,000;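 active means mean replicate inhibition at least 60% with every replicate also reaching 60%; inconclusive means only one of the two criteria is met; inactive means mean below 60% and not all replicates reaching 60%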;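 further: luciferase light reporting Pax8 driven TPO promoter activity; plate controls were median of neutral control wells for no effect and mitoxantrone controls for full effect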
DENV2 CPE – inhibitors of DENV2 cytopathic effect; DENV2-infected cells, cytopathic effect rescue, plate reader; CPE inhibition, % at 9.99 µM; hit rate 1.7% among 350,000; in the data active means CPE inhibition above about 20%, passing the limit was not always enough; inconclusive means no clear call, values can overlap the other calls; tested in BHK-21 cells;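 further: 0% = median of neutral control wells and 100% = median of positive control wells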
FN deposition inh – fibronectin deposition inhibition; AH1F fibroblasts, Alexa488-fibronectin deposition fluorescence, overnight; inhibition, % at 12.6 µM; hit rate 0.086% among 350,000;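 active means mean inhibition across replicates of 30% or more, regardless of how many single replicates reach that level; inconclusive means mean under 30% yet at least half of replicates reach 30%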;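 further: positive control wells lacked labelled fibronectin entirely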
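Assay system: AH1F fibroblast monolayer, labelled fibronectin deposition. Amount: 10000 cells per well. Also added: labelled fibronectin 24 nM. Compound: single-point pinned compound. Incubation: cell attachment 1 h, compound and FN exposure overnight. Detection: fluorescence after three HBSS washes, excitation 485 nm, emission 525 nm. Read-out: inhibition of fibronectin deposition signal.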
EWS-Fli block – EWS/Fli transcriptional activity inhibition | A673 NR0B1-luciferase reporter, viability-normalised | inhibition, % at 12.6 µM | hit rate 0.67% among 350,000 | AID 651661;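 active means mean inhibition of at least 50% after viability correction, with every replicate also passing that limit; inconclusive means mean reaches 50% but only one of two replicates passes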;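 further: firefly luciferase signal divided by Alamar Blue viability fluorescence both relative to DMSO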
miR122 inh – blocks miR-122 activity in Huh7 sensor cells; Huh7 miR-122 Renilla luciferase sensor, 48 h; neutral wells = 0, positive control = 100; activation (reporter increase), % at 12.5 µM; hit rate 0.3% among 340,000; AID 602342;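 active means mean replicate activation score at least 90 and every replicate individually at or above 90; inconclusive means only one of the two criteria met; inactive means neither criterion met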;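 further: higher luciferase means less miR-122 activity so hits act as miR-122 inhibitors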
Numbers without * were called inactive; ? = inconclusive; · = no result given; & = joins results of further samples; [ ] = dose if it differs, or a comment.

The line under a structure holds: DENV2 CPE, GSIS activator, EWS-Fli block, PAX8 reporter, FN deposition inh, miR122 inh, CFTR F508del cor
O=S(=O)(NCC(c1ccco1)N1CCc2ccccc21)c1ccccc1 (stereo not drawn)
 : 20, -42, 12, 23, -8, ·, 2.1
COc1ccccc1NCC(=O)N/N=C(\C)c1ccc(Br)s1
 : 23*, 9, 6, 7, 2, 1, -2.8
CC(C)NC(=O)N(C)C[C@@H]1Oc2cc(-c3ccccc3F)ccc2S(=O)(=O)N([C@@H](C)CO)C[C@@H]1C
 : -2, 50, 6, ·, 3, 2[16.7 µM], 1.9
C[C@@H]1CCCCO[C@H](CN(C)C(=O)C2CCCCC2)[C@H](C)CN([C@H](C)CO)C(=O)c2cc(NC(=O)CCC(F)(F)F)ccc2O1
 : 1, -8, 5, ·, ·, -6[16.7 µM], 2.3
CC1CCN(c2ccc3nnc(CCC(=O)Nc4cccc(F)c4)n3n2)CC1
 : 0, -12, -9, 11, -1, 0, -1.4
COc1cc2c(cc1C1C(C#N)=C(N)OC3=C1C(=O)CC(C)(C)C3)OCO2 (stereo not drawn)
 : -1, -19, 2, -2, 6, 0, 1.3
Cc1c(Cl)cccc1NC(=O)CNc1cccc(S(=O)(=O)N(C)C)c1
 : ·, -2, ·, -1, 1, 16, ·
CCCCc1c(-c2ccccc2F)ncn1CCc1ccccc1OC
 : 5, 64*, 33, -4, -1, ·, 3.8
O=[N+]([O-])c1ccc(Cl)cc1C=NNc1ccccn1
 : -9, -3, 8, 28, 9, ·, 4.3
Cc1ccc(OCc2ccc(C(=O)Nc3ccc(S(N)(=O)=O)cc3)o2)cc1
 : -5, 8, -6, -1, 3, -3, 2.2
CCCNC(=O)N(C)C[C@H]1Oc2ncc(-c3ccccc3)cc2C(=O)N([C@@H](C)CO)C[C@@H]1C
 : 18, -2, -9, ·, 1, 7[16.7 µM], 2.3
CNC(=O)C[C@@H]1CC[C@H]2[C@H](COc3ccc(NC(=O)Nc4ccccc4)cc3C(=O)N2C)O1
 : ?, 0, -2, 13, -3, 4[16.7 µM], 2.9
COc1ccc2nc(SCCC(=O)O)cc(C)c2c1
 : -3, 3, 5, 5, 3, ·, -0.2
Cc1ccc(NC(=O)C2C3C=CC4(O3)C2C(=O)N(CCCN2CCCCC2)C4C(=O)NC2CCCCC2)cc1Cl (stereo not drawn)
 : 3, -5, 12, 1, 2, -13, -1.8
CC(C)N1C(=O)[C@@]2(Cc3ccccc31)c1ccccc1C(=O)N(C1CCCCC1)[C@H]2c1ccc(CO)cc1
 : 14, ·, -7, 4, ·, ·, -1.8

Remaining list, next part
The line under a structure holds: DENV2 CPE, GSIS activator, EWS-Fli block, PAX8 reporter, FN deposition inh, miR122 inh, CFTR F508del cor
CCC(=O)N1[C@H](C(=O)N[C@H](C)c2ccccc2)[C@@H](CO)[C@@H]2Cn3c(cccc3=O)[C@@H]21
 : -1, 11, -4, ·, ·, ·, -1.6
Cc1ccc(C(=O)NCc2ccc3c(c2)OCO3)c(Cl)c1
 : -4, 0, -22, -34, 7, 7, 1.3
COc1ccc(/C=c2\s/c(=C(/C#N)C(=O)NCc3ccco3)n(-c3ccccc3)c2=O)cc1
 : -3, 1, 8, -6, 3, -3, -0.1
O=C(C1CC1)N1N=C(c2ccc(Cl)cc2)CC1(O)C(F)(F)F (stereo not drawn)
 : 1, 8, -9, -4, -10, 8, 1.3
COc1ccc(S(=O)(=O)N(C)C[C@H]2Oc3ccc(NC(=O)C4CCCCC4)cc3C(=O)N([C@H](C)CO)C[C@@H]2C)cc1
 : -1&-6, -23&-31, 17&3, 1, 6&-2, -8[16.7 µM], -1.6&-0.5
COc1ccc(-c2ccc(/C=N/NC(=O)Cc3nnc(N)s3)o2)cc1Cl
 : 3, 33, 2, -21, -6, -5, 0.1
C[C@H](CO)N1C[C@H](C)[C@@H](CN(C)Cc2ccc(Cl)c(Cl)c2)Oc2ccc(NS(C)(=O)=O)cc2CC1=O
 : -4, -6, ·, 22, ·, 1[16.7 µM], -2.9
CCOc1ccc2nc(NC(=O)CN3CCN(CC)CC3)sc2c1
 : 44*, -5, -10, 0, 1, 1, 1.2
O=C(COc1cc(F)ccc1[N+](=O)[O-])Nc1cccc(Br)c1
 : 6, 5, -64, -6, 5, -2, -4.1
C[C@@H]1CN([C@@H](C)CO)S(=O)(=O)c2ccc(C3=CCCCC3)cc2O[C@H]1CN(C)CC1CCCC1
 : 7, 0, 15, -4, ·, 6[16.7 µM], -3.5
CCC(=O)N1C[C@@H](O)COC[C@@H]2O[C@H](CC(=O)NCC3CCCCC3)CC[C@H]21
 : 10, 12, -7, -1, -10, 3[16.7 µM], -1.5
C[C@@H]1CN([C@@H](C)CO)C(=O)c2cc(NC(=O)C3CC3)ccc2O[C@H]1CN(C)C(=O)NC1CCCCC1
 : -5, 16, -5, ·, ·, 18[16.7 µM], 3.7
COc1ccc(NC(=O)Nc2ccc3c(c2)[C@@H]2C[C@H](CC(=O)NCCc4ccccc4)O[C@@H](CO)[C@@H]2O3)cc1
 : -1, 11, 12, 11, ·, 17[16.7 µM], -2.5
Cc1cc(CNCc2c(C(=O)N3CCCCCCC3)nc3ccc(Cl)cn23)nn1C
 : 2, -3, 2, 6, 11, ·, 0.9
CN[C@H](C)C(=O)NC[C@H]1O[C@@H](n2ccc(N)nc2=O)[C@H](O)[C@@H]1O
 : -4, 2, -19, 0, -6, -4, 2.9

Some of these compounds in order of molecular weight, rising.
The line under a structure holds: DENV2 CPE, GSIS activator, EWS-Fli block, PAX8 reporter, FN deposition inh, miR122 inh, CFTR F508del cor
CN[C@H](C)C(=O)NC[C@H]1O[C@@H](n2ccc(N)nc2=O)[C@H](O)[C@@H]1O
 : -4, 2, -19, 0, -6, -4, 2.9
O=C(C1CC1)N1N=C(c2ccc(Cl)cc2)CC1(O)C(F)(F)F (stereo not drawn)
 : 1, 8, -9, -4, -10, 8, 1.3
O=C(COc1cc(F)ccc1[N+](=O)[O-])Nc1cccc(Br)c1
 : 6, 5, -64, -6, 5, -2, -4.1
COc1ccc(-c2ccc(/C=N/NC(=O)Cc3nnc(N)s3)o2)cc1Cl
 : 3, 33, 2, -21, -6, -5, 0.1
CCC(=O)N1C[C@@H](O)COC[C@@H]2O[C@H](CC(=O)NCC3CCCCC3)CC[C@H]21
 : 10, 12, -7, -1, -10, 3[16.7 µM], -1.5
CCC(=O)N1[C@H](C(=O)N[C@H](C)c2ccccc2)[C@@H](CO)[C@@H]2Cn3c(cccc3=O)[C@@H]21
 : -1, 11, -4, ·, ·, ·, -1.6
Cc1cc(CNCc2c(C(=O)N3CCCCCCC3)nc3ccc(Cl)cn23)nn1C
 : 2, -3, 2, 6, 11, ·, 0.9
COc1ccc(/C=c2\s/c(=C(/C#N)C(=O)NCc3ccco3)n(-c3ccccc3)c2=O)cc1
 : -3, 1, 8, -6, 3, -3, -0.1
C[C@@H]1CN([C@@H](C)CO)S(=O)(=O)c2ccc(C3=CCCCC3)cc2O[C@H]1CN(C)CC1CCCC1
 : 7, 0, 15, -4, ·, 6[16.7 µM], -3.5
C[C@@H]1CN([C@@H](C)CO)C(=O)c2cc(NC(=O)C3CC3)ccc2O[C@H]1CN(C)C(=O)NC1CCCCC1
 : -5, 16, -5, ·, ·, 18[16.7 µM], 3.7
COc1ccc(S(=O)(=O)N(C)C[C@H]2Oc3ccc(NC(=O)C4CCCCC4)cc3C(=O)N([C@H](C)CO)C[C@@H]2C)cc1
 : -1&-6, -23&-31, 17&3, 1, 6&-2, -8[16.7 µM], -1.6&-0.5

The list goes on.
The line under a structure holds: DENV2 CPE, GSIS activator, EWS-Fli block, PAX8 reporter, FN deposition inh, miR122 inh, CFTR F508del cor
CC(C)NC(=O)CC(=O)N/N=C/c1c(F)cccc1Cl
 : -8, 8, 1, 14, ·, -10, 0.7
CC(C)(O)C#Cc1ccc([C@@H]2[C@@H](CO)N3CCCCN(C(=O)c4cccnc4)C[C@@H]23)cc1
 : -8, 8, 1, 10, ·, -2[16.7 µM], -1.2
CCOC(=O)C1CCCN(C(=O)c2csc(-c3ccc4c(c3)CCO4)n2)C1 (stereo not drawn)
 : 3, ·, -12, -23, -5, 1, -2.1
COc1cccc(/C=C/C(=O)OC(C)C(=O)Nc2c(C)n(C)n(-c3ccccc3)c2=O)c1 (stereo not drawn)
 : 0, -6, 3, 9, -6, ·, 2.6
C[C@@H]1CN([C@H](C)CO)C(=O)c2cccc(NS(=O)(=O)c3cn(C)cn3)c2O[C@H]1CN(C)Cc1ccc(Cl)c(Cl)c1
 : 1, -5, -5, -9, ·, 3[16.7 µM], -4.3
COc1cccc(S(=O)(=O)N[C@H]2CC[C@@H](CC(=O)NCc3ccncc3)O[C@H]2CO)c1
 : -9, -2, -2, -11, 2, 11[16.7 µM], 0.6
COc1cc(C(=O)NCC(c2cccnc2)N2CCN(c3ccccc3)CC2)cc(OC)c1OC (stereo not drawn)
 : 16, ·, 0, -1, 5, -11, 3.2
O=C(CNC(=O)c1n[nH]c2ccccc12)Nc1ccc(F)c(F)c1F
 : -3, 19, 3, 21, 1, ·, 1.3
CN(C)C(CNc1ncnc2sccc12)c1cccs1 (stereo not drawn)
 : -4, -7, -2, 8, 0, ·, -1.1
COc1ccc(Br)cc1CNc1ccccc1
 : 4, 18, -7, -3, -5, -2, -1.3
CCCOc1ccc2nc(C)c(CCC)c(SC(=N)N)c2c1
 : 1, 6, 3, 15, -6, ·, -0.8
Cc1ccc(C)c(S(=O)(=O)NCCCc2ccccc2)c1
 : 5, -30, -2, 0, 1, ?, 1.1
CC(C)NC(=O)C1(C)CCN1Cc1cccc(C#N)c1 (stereo not drawn)
 : 5, 43*, -8, 8, ·, ·, -3.7
COc1ccnc(CSC(N)=Nc2cccc(C(F)(F)F)c2)c1
 : 1, -2, -2, -9, 4, 3, 1.6
CCCNC(=O)C[C@@H]1C[C@@H]2c3cc(NC(=O)NC4CCCC4)ccc3O[C@@H]2[C@@H](CO)O1
 : -5, 4, -9, -8, 0, -4[16.7 µM], -0.5

Rewritten in markdown: entries from further up
| SMILES | DENV2 CPE | GSIS activator | EWS-Fli block | PAX8 reporter | FN deposition inh | miR122 inh | CFTR F508del cor |
| --- | --- | --- | --- | --- | --- | --- | --- |
| COc1cccc(/C=C/C(=O)OC(C)C(=O)Nc2c(C)n(C)n(-c3ccccc3)c2=O)c1 (stereo not drawn) | 0 | -6 | 3 | 9 | -6 | · | 2.6 |
| C[C@@H]1CN([C@H](C)CO)C(=O)c2cccc(NS(=O)(=O)c3cn(C)cn3)c2O[C@H]1CN(C)Cc1ccc(Cl)c(Cl)c1 | 1 | -5 | -5 | -9 | · | 3[16.7 µM] | -4.3 |

Next entries follow:
The line under a structure holds: DENV2 CPE, GSIS activator, EWS-Fli block, PAX8 reporter, FN deposition inh, miR122 inh, CFTR F508del cor
C[C@H](CO)N1C[C@H](C)[C@H](CN(C)CC2CCCCC2)Oc2c(NS(=O)(=O)c3cn(C)cn3)cccc2C1=O
 : -2, -2, 9, 3, 0, 16[16.7 µM], -3.1
CC(C)C(=O)N1N=C(c2ccc(NS(C)(=O)=O)cc2)CC1c1cccs1 (stereo not drawn)
 : ?, 3, -11, -10, 7, 3, 1.8
COc1ccc(CNC(=O)COC(=O)/C=C/c2ccc(Cl)cc2)cc1
 : 2, 6, 1, -4, -5, ·, 1.4
O=C(CSc1nc2ccc(Nc3nc(N4CCOCC4)nc(N4CCOCC4)n3)cc2s1)Nc1ccccc1Cl
 : -4, 8, -9, 3, ·, -2, 1.7
COc1ccc([N+](=O)[O-])cc1NCC(=O)c1ccc(C)cc1
 : 13, ·, -8, -2, 5, ·, -2.1
